Hsp70 activator = switches on Hsp70 transcription. activation, % at 10 µM. actives 0.04% (n = 200,000). HeLa Hsp70 promoter luciferase reporter, luminescence; scaled: vehicle 0, proteasome-inhibitor control 100%;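 active means activation above the mean across all tested compounds plus 3 SD, cutoff set per campaign, cut at about 5.5% in these data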;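 further: 100% = MG132 at 30 µM as the positive control and 0% = DMSO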
HMGR II inh = blocks class II HMG-CoA reductase of Enterococcus faecalis | purified E. faecalis HMGR, NADPH absorbance 340 nm kinetic | inhibition, % at 10 µM | actives 0.41% (n = 190,000);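 active means inhibition above a set limit, the median over all tested compounds plus 3 SD, cut at about 9.5% in these data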;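 further: enzyme runs in reverse so mevalonate oxidation gives rising NADPH absorbance; 0% = complete reaction with DMSO and 100% = background rate lacking mevalonate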
FLuc inhib CS = inhibits firefly luciferase, flagging false hits in luciferase inhibition screens | ATPLite firefly luciferase biochemical luminescence, 10 min | inhibition, % at 10 µM | actives 1.5% (n = 200,000);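 active means inhibition above about 50% when tested at 10 µM, limit read from the data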
Target sequence (P08659 whole entry, looked up): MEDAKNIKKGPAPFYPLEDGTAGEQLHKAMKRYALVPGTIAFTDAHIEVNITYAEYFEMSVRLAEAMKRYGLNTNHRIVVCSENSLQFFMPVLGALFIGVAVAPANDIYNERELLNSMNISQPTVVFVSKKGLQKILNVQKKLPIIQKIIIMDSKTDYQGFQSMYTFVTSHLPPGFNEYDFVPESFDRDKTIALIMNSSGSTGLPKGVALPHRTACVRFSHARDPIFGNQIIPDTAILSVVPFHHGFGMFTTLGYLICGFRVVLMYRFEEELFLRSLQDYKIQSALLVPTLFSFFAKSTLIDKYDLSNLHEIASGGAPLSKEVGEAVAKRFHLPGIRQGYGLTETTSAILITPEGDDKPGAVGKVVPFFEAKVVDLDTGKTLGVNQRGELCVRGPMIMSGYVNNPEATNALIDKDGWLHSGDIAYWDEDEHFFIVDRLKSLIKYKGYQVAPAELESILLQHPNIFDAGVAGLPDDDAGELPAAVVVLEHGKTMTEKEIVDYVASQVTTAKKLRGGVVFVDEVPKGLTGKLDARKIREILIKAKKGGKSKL
NF-kB neuron act = NF-kB expression increase, human neuronal cells; NF-kB reporter expression; active compounds read high; fold change at 12.5 µM; actives 1.6% (n = 190,000); AID 1239; in the data active means fold change above about 3.3
DTT redox prof = compounds producing H2O2 with reducing agent – biochemical, NIH compound library profiling, artefact control for MLSCN library redox annotation, primary screen; DTT-dependent redox cycling H2O2, phenol red/HRP absorbance; 100% = 100 µM peroxide control, 0% = buffer; activation, % at 10 µM; actives 0.03% (n = 200,000);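 active means activation of at least 50% relative to the plate's high and low controls in the primary single-dose screen; inactive means activation below 50%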;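 further: compound incubated with DTT at 0.8 mM final as the reducing agent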
STAT1 activator = activators of IFN-gamma induced STAT1 signaling; NIH 3T3 STAT1-luciferase reporter, luminescence; 100% = IFN-gamma alone, no compound; actives 2.6% (n = 200,000); activation (% of control), % at 5.5 µM; AID 932;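 active means activation above the screen-wide mean activation plus 3 SD, cut at about 130% in these data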;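 further: raw ratio to IFN-gamma control signal so 100% means no change and 0% no light; values of inactives mirror those of a sister screen read the other way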
G6PDH counter = L. mesenteroides G6PDH inhibition counter-screen. Purified L. mesenteroides G6PDH, diaphorase/resazurin coupled fluorescence, 45 min. inhibition, % at 5 µM. AID 1020. actives 0.12% (n = 200,000); in the data active means inhibition above about 50%
APP 5UTR inh = APP translation inhibition; SH-SY5Y APP 5'UTR-luciferase reporter, luminescence; inhibition, % at 2 µM; actives 0.82% (n = 190,000);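 active means inhibition above a set limit, derived from the sample mean plus 3 SD, cut at about 45% in these data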; further: values of inactives mirror those of a sister screen read the other way
APP 5'UTR act = APP 5'UTR luciferase reporter activation; AID 1276; actives 1% (n = 190,000); activation, % at 2 µM; SH-SY5Y APP 5'UTR luciferase reporter, luminescence; zero percent = DMSO vehicle wells;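 active means activation above a set limit, based on mean plus 3 SD of controls, cut at about 140% in these data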; further: values of inactives mirror those of a sister screen read the other way
FLuc act counter = affects firefly luciferase, flagging false hits in luciferase stimulation screens; P08659; ATPlite luciferase biochemical, luminescence, 10 min; 0 = ATP-free wells, 1 = DMSO control; activation factor at 10 µM; 200,000 tested, under 10 active; AID 1027;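 active means luciferase activation factor, scaled between plate controls, of at least 2 with compound at 10 µM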
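Assay system: Luciferase/luciferin reagent mix; Medium: PBS as buffer for the ATP substrate; Dosing: test compounds dosed from 2 mM stocks in 100% DMSO; Times: 10 min, room temperature; Signal: luminescence from luciferase reaction; Read-out: luciferase activation; Controls: No-ATP low control, compound-free enzyme-plus-ATP high control.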
The depositor's hits bear a star; . = no result given.

SMILES,NF-kB neuron act,STAT1 activator,FLuc inhib CS,FLuc act counter,G6PDH counter,APP 5'UTR act,HMGR II inh,APP 5UTR inh,Hsp70 activator,DTT redox prof
CCOC(=O)N1CCN(CC(O)COc2ccccc2C(C)(C)C)CC1 (configuration not stated),1.1,90,-4,1,11,5,0,-4,-0.2,-0.4
COc1ccc(N2CCN(C(=O)c3ccc(NS(=O)(=O)c4cccc(F)c4)cc3)CC2)cc1,1,103,-2,1,6,-5,1,5,-0.1,-2.5
COc1ccc(-n2nc3cc(C)c(N)c(Br)c3n2)cc1,6.3*,168*,41,0.6,25,185*,2,-185,0.4,1.9
OC(COCc1ccccc1)CN1CCc2ccccc2C1 (configuration not stated),1.4,101,-8,1.1,19,12,0,-12,-0.1,-0.6
Cn1ccc(=NC=C(C#N)C#N)c2ccccc21,1,97,0,1,4,9,-5,-8,-0.2,-1.0
CC1CCCN(CC(O)COc2ccc(Cl)cc2)C1 (configuration not stated),1.2,95,3,1,12,1,-2,-1,-0.6,-1.0
CCN1C(=O)c2cccc3c(NC(=O)c4cccc(N5C(=O)CCC5=O)c4)ccc1c23,1.6,91,-7,1.1,7,12,8,-12,0.4,0.0
COc1cc(OC)c(C2=NOC(C(=O)NCc3cccs3)C2)cc1Cl (configuration not stated),0.83,101,-2,1,-2,-21,-5,21,-0.2,-0.5
O=C(Nc1cc2c3c(c1)C1CCCC1CN3CC1CCCC21)c1ccccc1 (configuration not stated),0.61,103,-4,1,8,9,-5,-9,-0.2,-3.5
O=S(=O)(Nc1ccc2c(c1)nc1n2CCOC1)c1ccccc1,0.95,88,-3,1,-6,4,2,-4,0.1,-0.2
CCOc1ccccc1OCCCOc1ccc(C)cc1Cl,1.3,107,3,1,1,20,-2,-20,0.3,2.2
Cc1ccc(/C=N/NC(=O)c2ccncc2)o1,1.1,102,0,1,15,3,1,-3,0.4,-0.4
CCOC(=O)N1CCN(Cc2cc(=O)oc3ccc4ccccc4c23)CC1,1.3,102,-6,1.1,0,-11,-2,11,-0.5,2.1
CCOC(=O)C(C(=O)Nc1ccc(C)cc1)C1CCCCC1 (configuration not stated),0.85,104,-5,1,7,1,-6,-1,-0.5,-0.1
CCC(C)(C)n1nnnc1C(c1ccc(C)cc1)N1CCN(C(=O)c2ccco2)CC1 (configuration not stated),1,108,-8,1.1,5,-3,-4,3,-0.1,0.3

(more compounds)
SMILES,NF-kB neuron act,STAT1 activator,FLuc inhib CS,FLuc act counter,G6PDH counter,APP 5'UTR act,HMGR II inh,APP 5UTR inh,Hsp70 activator,DTT redox prof
CCOc1ccc(NC(=O)CCSc2ccc(C)cc2)cc1,1.7,91,-7,1.1,-10,-1,1,1,-0.1,-0.2
CC(=O)SCC(=O)N=c1sc2cc(F)ccc2n1C,1.3,103,5,1,-3,-8,-1,8,0.1,-0.2
O=S(=O)(c1cccc(Cl)c1)N1CCCC1,1.4,101,-4,1,33,7,-6,-7,0.9,0.8
CN1CCN(C(=O)c2ccc3c(=O)n4c(nc3c2)CCCCC4)CC1,1.1,104,-9,1.1,17,-6,1,6,-0.5,3.9
Cc1ccccc1N(Cc1nnc2n1CCCCC2)C(=O)Nc1ccccc1,1.1,100,-8,1.1,1,16,-1,-16,-0.2,2.3
CC(C)COc1ccc(S(=O)(=O)n2cc(F)c(=O)[nH]c2=O)cc1,.,104,-7,1.1,8,5,1,-5,0.0,-0.3
Cc1noc(C(=O)NCc2cccnc2)c1Cl,0.97,101,2,1,13,20,-6,-20,-0.3,-0.5
COC(=O)c1ccc(/C=N/NS(=O)(=O)c2cc(C)ccc2C)cc1,1.3,104,-10,1.1,20,-19,-6,19,0.1,-0.5
COc1ccc2oc(=O)c(C(=O)N3CCc4ccccc43)cc2c1,1.2,100,-3,1,10,5,-5,-5,0.0,-0.5
CCOC(=O)N1CCC(N(CCN(C)C)C(=S)Nc2cc(Cl)ccc2C)CC1,1.3,99,-4,1,11,-1,-4,1,-0.2,0.2
O=C(c1ccco1)N(Cc1ccc([N+](=O)[O-])cc1)c1ccc(Cl)cc1,0.93,97,-2,1,15,-4,-8,4,-0.2,2.7
COC(CNC(=O)c1ccc2nc(-c3cccs3)c(-c3cccs3)nc2c1)OC,0.77,98,2,1,8,-2,-5,2,-0.1,0.3
COc1ccc(NC(=O)c2cn(-c3ccccc3)nc2-c2cc3ccccc3o2)cc1,0.82,107,-2,1,4,31,-1,-31,-0.2,1.6
O=c1[nH]c2ccccc2n1CCCN1CCCCC1,1,97,-8,1.1,21,17,-2,-17,-0.2,-0.1
COc1cccc(C2(c3cccc(OC)c3)CC2C(=O)Nc2ccc(F)cc2)c1 (configuration not stated),1.2,92,-1,1,3,5,-1,-5,-0.3,-0.4

Going on with the list:
SMILES,NF-kB neuron act,STAT1 activator,FLuc inhib CS,FLuc act counter,G6PDH counter,APP 5'UTR act,HMGR II inh,APP 5UTR inh,Hsp70 activator,DTT redox prof
CCCOc1ccc(-c2c(=O)n(OCc3ccc([N+](=O)[O-])cc3)c3ccccc3[n+]2[O-])cc1,0.75,103,-1,1,-22,0,4,0,-0.3,0.3
O=C(NCC1CCCO1)C1CCCN(Cc2cnn(-c3ccccc3)c2-n2cccc2)C1 (configuration not stated),1.1,95,-8,1.1,-10,-2,-12,2,-0.2,2.1
Cc1sc2nc(CSc3ccccc3)nc(N3CCN(C)CC3)c2c1C,0.78,96,-7,1.1,12,3,1,-3,0.1,-0.2
Clc1ccccc1Nc1nc(-c2cccnc2)cs1,7.8*,168*,84*,0.2,22,195*,-1,-195,0.2,-1.0
CN(C)C(=O)c1ccc(NC(=O)c2cc(-n3cnnc3)ccc2Cl)cc1,0.97,92,-2,1,16,22,-3,-22,-0.4,0.1
O=C(O)c1cnc(-c2ccccc2)nc1-c1ccccc1,1.1,104,-3,1,-2,12,-5,-12,-0.4,-0.5
O=C(O)c1cc(-c2ccc3c(c2)OCO3)nc2ccccc12,1.5,104,45,0.6,2,106,-5,-66,-0.3,0.2
COC(=O)c1oc2ccccc2c1NC(=O)CN1CCCC1,1.2,95,-3,1,2,-13,-2,13,0.0,-2.4
CCCCCCc1nnc(NC(=O)OCC)s1,1.1,97,-3,1,13,-1,2,1,-0.4,1.5
C=CCNC(=S)NNC(=O)COc1cccc(Cl)c1,1.1,100,-7,1.1,0,14,-1,-14,0.0,1.8
CCOC(=O)Cn1cc(/C=N/NC(=O)c2ccc(C#N)cc2F)c2ccccc21,1.1,100,-1,1,-3,-1,-9,1,0.3,0.3
O=C(NC(=S)NCCc1ccccc1)C1CCCCC1,1.9,104,-5,1.1,5,16,-3,-16,0.1,-0.1
Cc1ccc(S(=O)(=O)NNC(=O)C2COc3ccccc3O2)cc1 (configuration not stated),1.1,102,-6,1.1,2,7,-3,-7,0.1,-0.3
O=C(CCCC(=O)N(CC(=O)NC1CCCCC1)CC1CCCO1)Nc1ccccn1 (configuration not stated),0.95,92,-10,1.1,7,6,-3,-6,0.2,-0.5
Cc1cc(NC(=S)Nc2ccccc2)ccc1Br,1.1,101,-6,1.1,0,4,2,-4,0.3,-1.5

Profiles from above. Values in the order: NF-kB neuron act, STAT1 activator, FLuc inhib CS, FLuc act counter, G6PDH counter, APP 5'UTR act, HMGR II inh, APP 5UTR inh, Hsp70 activator, DTT redox prof
Results for O=S(=O)(c1cccc(Cl)c1)N1CCCC1 → 1.4, 101, -4, 1, 33, 7, -6, -7, 0.9, 0.8
Results for CC(=O)SCC(=O)N=c1sc2cc(F)ccc2n1C → 1.3, 103, 5, 1, -3, -8, -1, 8, 0.1, -0.2
Results for CCOC(=O)N1CCN(CC(O)COc2ccccc2C(C)(C)C)CC1 (configuration not stated) → 1.1, 90, -4, 1, 11, 5, 0, -4, -0.2, -0.4

Further compounds:
SMILES,NF-kB neuron act,STAT1 activator,FLuc inhib CS,FLuc act counter,G6PDH counter,APP 5'UTR act,HMGR II inh,APP 5UTR inh,Hsp70 activator,DTT redox prof
CC(=O)c1cccc(NC(=S)NNC(=O)c2ccco2)c1,1.1,107,7,0.9,11,14,-2,-14,-0.4,0.5
CCS(=O)(=O)c1ccc(-c2csc(-c3ccccc3Cl)n2)c(Cl)c1Cl,1,106,-5,1.1,-11,10,-4,-10,-0.4,-2.2
O=C(O)CNC(=S)N(Cc1ccc(F)cc1)C1CCCCC1,1.5,98,-8,1.1,2,8,-1,-8,-0.2,-0.6
CCCCOc1ccc(-c2cc(C(F)(F)F)c(C#N)c(SCC(=O)O)n2)cc1,1.4,97,-1,1,2,20,0,-20,-0.3,-1.0
Cc1nc2ccc(C(=O)c3ccccc3)cc2[nH]1,1.5,109,2,1,-5,29,0,-29,-0.1,0.2
CCC(=O)CCC(=O)c1ccc2ccccc2c1,1.6,102,41,0.6,3,47,-6,-47,-0.3,-0.2
Cc1sc2ncnc(NCc3cccs3)c2c1C,0.98,110,-4,1,5,11,-5,-11,-0.6,1.2
CCN1CCN(C(=O)CN(C)S(=O)(=O)c2ccc3ccccc3c2)CC1,1,99,-2,1,11,-1,1,2,-0.2,-1.1
Cc1cc([N+](=O)[O-])ccc1NC(=S)NC(=O)C(c1ccccc1)c1ccccc1,0.85,102,-6,1.1,14,-16,-5,16,-0.3,0.0
CCN1CCN(CC(=O)Nc2cccc(C)c2)C(=O)C1=O,.,101,.,.,.,2,.,-2,-0.5,-0.4
COc1cc(/C=N/n2nnnc2N)ccc1O,1.6,102,-4,1,5,13,1,-13,-0.1,0.1
CC(=O)Nc1ccc(S(=O)(=O)N2CCC(=O)Nc3ccccc32)cc1,0.96,102,-4,1,9,1,-4,-1,0.0,0.5
CCc1cccc(CC)c1NC(=O)C[n+]1cccc(C(N)=O)c1,1.4,99,-1,1,2,9,1,-9,0.1,-1.3
COc1ccc(-c2nnn(CC(=O)N(Cc3ccccc3Cl)C(C(=O)NCC3CCCO3)c3ccco3)n2)cc1 (configuration not stated),0.79,96,-4,1,3,6,-7,-6,-0.2,3.3
CN(C(=O)Cc1c(C(=O)O)n(C)c2ccccc12)c1ccc(F)cc1,1.1,99,-9,1.1,2,14,-3,-14,0.0,-2.0

Following part:
SMILES,NF-kB neuron act,STAT1 activator,FLuc inhib CS,FLuc act counter,G6PDH counter,APP 5'UTR act,HMGR II inh,APP 5UTR inh,Hsp70 activator,DTT redox prof
CCCNc1nc(C)nc2c1cnn2CCc1ccccc1,1.9,106,-6,1.1,10,31,4,-31,0.5,0.0
COc1cccc(CN(C(=O)c2ccco2)C(C(=O)NC2CCCC2)c2cccnc2)c1 (configuration not stated),0.85,95,-4,1,2,11,-1,-11,0.2,0.9
COc1ccc(/C=C/C(=O)NCC(=O)N/N=C/c2cc(Br)ccc2OCc2ccccc2)cc1,1.1,101,-12,1.1,4,-12,-3,12,0.0,0.1
COc1ccc(C(=O)Nc2ccccc2-c2nnn(CC(=O)NCc3ccco3)n2)cc1,1.2,96,-4,1,0,21,-5,-21,-0.3,0.1
Cc1ccsc1CN1CCN(c2ccccn2)CC1,1.2,104,-10,1.1,-19,8,-2,-8,-0.3,0.3
Cc1cc(C(=O)NCc2ccccc2)no1,2.1,100,-7,1.1,4,8,-1,-8,-0.4,2.0
CCOc1cc(/C=C(/C#N)C(=O)Nc2ccc(O)cc2)cc(Br)c1O,2.3,102,1,1,-33,4,1,-4,-0.1,3.3
CCC(C)NC(=O)CSC1=Nc2ccccc2C2=NC(CCC(=O)NCc3ccco3)C(=O)N12 (configuration not stated),0.86,102,-6,1.1,-3,3,-3,-3,0.1,1.4
O=C(NC(NCCCN1CCOCC1)(C(F)(F)F)C(F)(F)F)C1CCCCC1,0.99,93,-7,1.1,-2,6,-1,-6,-0.2,0.1
Cc1nn(-c2cccc3cccnc23)c(=O)c2ccccc12,1.2,105,-2,1,-5,1,0,-1,-0.1,0.3
